RT RNaseH block – HIV-1 RT RNase H inhibitors, primary screen, biochemical, fluorescence; RT-RNase H RNA/DNA duplex cleavage; inhibition, % at 10 µM; 1.9% of 65,000 active; in the data active means inhibition above about 50%
RmlC RmlD mix – RmlC and RmlD coupled enzyme inhibitors, primary screen, biochemical, 384-well, compound mixtures, retest; 0.39% of 110,000 active; RmlC/RmlD coupled enzyme inhibition, 384-well mixture HTS; inhibition, % at 5.5 µM; AID 1532, 2009; in the data active means inhibition above about 30%, passing the limit was not always enough; inconclusive means no clear call, values can overlap the other calls; further: strong numbers were not always called active
An asterisk follows results filed as active; i = inactive; ? = inconclusive; . = not tested or not shown. Not all compounds are listed, so the mix of outcomes need not match the whole.

SMILES	RT RNaseH block	RmlC RmlD mix
CCc1ccc(C2C(C(C)=O)=C(C(=O)OC)Nc3nnnn32)cc1 (configuration not stated)	-4.0	-6.3
Cc1ccc(-c2nnc(N3CCN(c4ccccn4)CC3)c3ccccc23)cc1	-31.9	.
COc1ccccc1C(=O)N1CCNC(=O)C1CC(=O)Nc1cccc(C)c1 (configuration not stated)	.	13.0
CCC(=O)Nc1sc2c(c1C(N)=O)CCC2	-11.1	-9.5
COc1cccc(COc2ccc3c(C)c(Cc4ccccc4)c(=O)oc3c2)c1	.	-58.0
COc1ccc(C2=NOC(C(=O)NCc3ccccn3)C2)cc1 (configuration not stated)	.	10.4
C=CCn1c(=N)n(CC(=O)OCC)c2ccccc21	-2.4	.
COc1cc(C(=O)N[C@H](C(=O)NC(C)C23CC4CC(CC(C4)C2)C3)C(C)C)cc(OC)c1OC (some centres not stated)	.	8.8
CCOC(=O)c1ccc(CSc2nncn2N)o1	0.2	-12.3
C=C(C)COc1ccc2c3c(c(=O)oc2c1OCC(=C)C)CCC3	-15.9	33.3
COc1cccc(CNc2ccc(F)c(Cl)c2)c1	.	-11.1
COc1ccc(CCN2C(=O)CC(NCc3ccc4c(c3)OCO4)C2=O)cc1OC (configuration not stated)	-14.7	-8.7
CN(CC(=O)OCC(=O)Nc1ccccc1)S(=O)(=O)c1ccc(Cl)cc1	.	5.7
CN(C)CP(=O)(O)CN(C)C=O	3.6	-6.9
O=C(NC1CCCCC1)N1CCC(c2nc3ccc(Cl)cc3[nH]2)CC1	-2.3	7.4
CN(C)CCN1C(=O)C(=O)/C(=C(/O)c2ccc(OCc3ccccc3)cc2)C1c1ccncc1 (configuration not stated)	-8.8	-10.7
CCC(C)NC(=O)C1CCCN(C(=O)NC2CCCCC2)C1 (configuration not stated)	.	-15.8
COc1ccc(C(=O)NC(C)c2nc3ccccc3n2C)cc1OC (configuration not stated)	-6.7	?
Cc1cc(Nc2cc(C(=O)O)ccc2C)n2ncnc2n1	-9.4	5.2
O=C1NC2(CCCCC2)C(=O)N1/N=C/c1ccc(O)cc1O	.	-6.9

Reprinted at random: 3 records from the list, in no set order.
SMILES	RT RNaseH block	RmlC RmlD mix
COc1cccc(COc2ccc3c(C)c(Cc4ccccc4)c(=O)oc3c2)c1	.	-58.0
COc1cccc(CNc2ccc(F)c(Cl)c2)c1	.	-11.1
COc1ccc(C2=NOC(C(=O)NCc3ccccn3)C2)cc1 (configuration not stated)	.	10.4

(list continues)
SMILES	RT RNaseH block	RmlC RmlD mix
COc1ccc(-n2c(Cc3cccn3C)nnc2SCC(=O)Nc2ccc(C)cc2)cc1	-36.2	-9.6
N#Cc1ccc(NC(=O)c2sc3cc(C(F)(F)F)cnc3c2-c2cccs2)cc1	.	-11.3
Cc1cc(C(=O)N/N=C/c2cccc(OC(=O)c3ccco3)c2)n[nH]1	.	-14.2
Cc1ccc(O)c(C(=O)c2cnc3c(c2)COc2ccccc2-3)c1	.	15.0
Cc1ccc(S(=O)(=O)N2CC3CCCN3c3ccc(C(F)(F)F)cc32)cc1 (configuration not stated)	.	7.3
CCOC(=O)c1c(C)[nH]c(N=Nc2cccc(C)c2)c1C	.	-10.8
CS(=O)(=O)N1CCN(c2ccc(NC(=O)c3ccc(Br)o3)cc2)CC1	1.6	-16.2
COc1ccccc1OCCN1C(=O)S/C(=C\c2ccco2)C1=O	.	6.7
Nn1cnn(Cc2ccccc2)c1=S	73.4*	-3.7
Cc1cc(=O)[nH]c2ccc(Cl)cc12	.	5.5
O=C(CSc1c2c(nc3cc(Cl)ccc13)CCCC2)NCc1ccco1	.	1.3
Cc1cc(C)c2nc(N3CCCC3)c(C#N)cc2c1	-9.5	-3.7
COC(=O)c1cc(OC)c(OC)cc1NC(=O)Nc1ccccc1OC	-6.9	60.2
CCNc1nc(SCc2ccccc2)nc(N2CCOCC2)n1	-44.1	8.7
COc1ccc(NS(=O)(=O)c2c(C)n(C)c(=O)n(C)c2=O)cc1OC	-6.7	.
Cc1cnnc2c1-c1no[n+]([O-])c1CC2	-14.8	-2.4
CCn1nc(NC(=O)c2ccco2)c2cc3ccc(C)cc3nc21	3.1	-2.1
CC(C)C12CN3CCN(CC(C3)/C1=N\O)C2	.	-8.4
O=C1CC(c2cccc(Cl)c2)Cc2nc(N3CCOCC3)ncc21 (configuration not stated)	-36.6	-12.2
O=C(CN1CCN(Cc2ccc(F)cc2)C1=O)NCc1cccs1	-1.0	9.1

One compound at a time, from the list above.
`Cc1ccc(O)c(C(=O)c2cnc3c(c2)COc2ccccc2-3)c1` is listed as RT RNaseH block = .; RmlC RmlD mix = 15.0
`Cc1cnnc2c1-c1no[n+]([O-])c1CC2` is listed as RT RNaseH block = -14.8; RmlC RmlD mix = -2.4

The results go on:
SMILES	RT RNaseH block	RmlC RmlD mix
C=CCn1cc(C(=O)NCCCOC)c(=O)c2cc(S(=O)(=O)N3CCC(C)CC3)ccc21	25.5	.
COc1ccc(N2C(=O)CCC2(C#N)c2ccc(Br)cc2)cc1 (configuration not stated)	.	5.8
O=C(N/N=C/c1ccc2cccc(OCc3ccccc3)c2n1)c1ccc(Br)cc1	.	-317.0
O=C(Oc1cccc2cccnc12)c1ccc2c(c1)OCCO2	-11.4	-3.6
O=C(CN(c1ccc(F)cc1)S(=O)(=O)c1ccc2c(c1)OCCO2)Nc1ccccc1	.	-74.6
O=C(Nc1ccccc1)c1ccc(CN2CCC(Cc3ccccc3)CC2)cc1	.	3.0
COc1ccc(C(=O)Nn2cnc3scc(-c4cccs4)c3c2=O)c(O)c1	2.1	-28.7
O=C(Cn1cnc2sc(-c3ccccc3)cc2c1=O)NCc1ccccc1	.	7.1
COc1ccc(CN2CC(C(=O)NCc3ccc4c(c3)OCO4)CC2=O)cc1 (configuration not stated)	.	35.9
COc1ccc(C(=O)N2CCN(C(=O)c3cc(OC)c(OC)c(OC)c3)CC2)cc1	-5.5	.
COc1ccc(C(CCN2CCN(c3ccccc3)CC2)c2c(OC)cc(OC)c3c(-c4ccccc4)cc(=O)oc23)cc1 (configuration not stated)	.	7.3
CCOc1cc2[nH]c(=S)n(CCCOC)c(=O)c2cc1OCC	-1.5	19.3
Cc1c(C(=O)NCc2ccccc2)oc2c1C(=O)CCC2	6.1	3.1
CCN1C(=O)N[C@@H](c2ccco2)C(C(C)=O)=C1C	.	6.4
CCn1c(=O)cc(SCC(=O)Nc2ccc(Cl)cc2)c2ccccc21	.	-8.9
CCN(CC)C(=O)CSc1nnc(-c2cccnc2)n1Cc1ccccc1	.	5.5
CCC(=O)N1CC2(CC(c3cccc(NC(=O)COc4ccc(Cl)cc4)c3)=NO2)C[C@@H]1C(N)=O (some centres not stated)	.	3.6
COc1ccc(Cl)cc1N(CC(=O)N1CCC(C)CC1)S(C)(=O)=O	-16.4	0.1
CCN(CC)CCn1c(NCc2ccco2)nc2ccccc21	.	10.0
CCn1c(COc2ccc3c(c2)OCO3)nnc1SCC(=O)c1ccc(Cl)cc1	.	4.4

Part of the list above, in markdown:
| Compound | RT RNaseH block | RmlC RmlD mix |
| --- | --- | --- |
| O=C(Oc1cccc2cccnc12)c1ccc2c(c1)OCCO2 | -11.4 | -3.6 |
| O=C(CN(c1ccc(F)cc1)S(=O)(=O)c1ccc2c(c1)OCCO2)Nc1ccccc1 | . | -74.6 |
| O=C(Nc1ccccc1)c1ccc(CN2CCC(Cc3ccccc3)CC2)cc1 | . | 3.0 |
| COc1ccc(C(=O)Nn2cnc3scc(-c4cccs4)c3c2=O)c(O)c1 | 2.1 | -28.7 |

(more compounds)
SMILES	RT RNaseH block	RmlC RmlD mix
CC1(C)OC(=O)C(=CNC(Cc2c[nH]c3ccccc23)C(=O)O)C(=O)O1 (configuration not stated)	-13.1	-9.6
O=C(NCc1cccs1)Nc1cccc(Cl)c1	.	2.0
Cc1ccccc1-c1nc(CN2CCC(C(=O)NCc3cccnc3)CC2)c(C)o1	-3.6	-8.1
Cc1ccc(Nc2nnns2)cc1C	9.4	19.5
COc1cc(NS(=O)(=O)c2ccc(NC(=O)NC3CCCCC3)cc2)nc(OC)n1	2.5	-14.9
CCOc1ccc(-c2cnc3n2CCC3)cc1	.	6.9
O=C(Nc1ccn(Cc2ccccc2F)n1)c1ccc(COc2cccc(Br)c2)cc1	.	7.5
O=C(O)c1cc(S(=O)(=O)Nc2ccccc2C(=O)O)ccc1O	4.5	-5.5
Cc1ccc(Sc2ncnc3onc(C)c23)cc1	.	-0.3
COc1ccc(S(=O)(=O)N2CCN(C(=O)c3cnc(C)cn3)CC2)cc1	.	14.8
CCN(CC)S(=O)(=O)c1cccc(C(=O)N[C@H](C(=O)OCC(=O)NC(=O)NC)C(C)C)c1	.	-24.4
O=c1c([N+](=O)[O-])c(NC2CCCCC2)c2ccccc2n1-c1ccccc1	.	7.3
Cc1cc(C(F)(F)F)nn1CC(=O)NCC1CCCO1 (configuration not stated)	-1.2	32.0
COc1ccc(-c2nc3ccccc3c(=O)n2CCN2CCOCC2)cc1	-13.0	3.9
Cc1cc(NC(=O)COC(=O)c2c(C)nn(Cc3ccccc3)c2C)no1	.	-9.4
CCOC(=O)C1CCN(c2ncnc3nc[nH]c23)CC1	-13.0	-12.1
[O-]/[N+](=C/c1ccc(F)cc1)c1ccccc1	-4.9	7.4
NC(Cc1ccc(O)cc1)c1cn([C@@H](CCC(=O)O)C(=O)N2CCNCC2)nn1 (some centres not stated)	.	1.2
Cc1ccc(OCc2n[nH]c(=S)n2C2CCCCC2)cc1	.	9.7
Cc1ccc2c(c1)N(CCC(=O)N1CCC3(CC1)OCCO3)C(=O)CO2	-5.8	-10.8

Looked up above.
O=C(Nc1ccn(Cc2ccccc2F)n1)c1ccc(COc2cccc(Br)c2)cc1 @ RmlC RmlD mix = 7.5
COc1ccc(-c2nc3ccccc3c(=O)n2CCN2CCOCC2)cc1 @ RT RNaseH block = -13.0
Cc1ccc(Nc2nnns2)cc1C @ RT RNaseH block = 9.4

Later entries.
SMILES	RT RNaseH block	RmlC RmlD mix
Cc1ccc2oc(C(=O)Nc3c(C)n(C)n(-c4ccccc4)c3=O)c(C)c2c1	-10.6	.
Cc1ccccc1C(=O)NC1CCN(CC(=O)Nc2c(C)cccc2C)CC1	.	-9.7
O=C(Nc1ccc2c(c1)OCO2)Nc1cnccn1	-9.0	6.7
CCCCC(=O)Nc1ncc(Br)s1	-6.2	-9.6
Cc1[nH]nc2c1C(c1ccc(F)cc1)C(C#N)=C(N)O2 (configuration not stated)	-4.4	-10.7
COc1ccc(S(=O)(=O)N(C)c2ccc(C(=O)NCC3CCCO3)cc2)cc1 (configuration not stated)	-8.2	4.9
CCn1c(=NC(=O)c2ccco2)sc2cccc(F)c21	.	4.8
Nc1c(C(O)(C(F)(F)F)C(F)(F)F)ccc2ccccc12	-1.3	0.9
COc1ccccc1CNC(=O)c1cc(-c2ccccc2)nn1CC1CC(c2cccc([N+](=O)[O-])c2)=NO1 (configuration not stated)	.	-11.4
C=C(C)CSc1nnc(-c2ccc(OC)c(OC)c2)n1N	4.5	-5.4
O=C(O)CNC(=O)c1ccccc1F	-4.8	-5.0
COCCOC(=O)c1c(C)oc2ccc(OCC=C(C)C)cc12	-19.3	-1.7
CCc1cc2cc(C)cc(C)c2nc1SCC(=O)N1CCCC1	.	2.0
COc1ccc(S(=O)(=O)N2CCOCC2)c(C)c1C	.	-3.5
COC(=O)CC1SC(=O)NC1=O (configuration not stated)	-8.2	13.2
CSC1=NCCN1C(=O)c1ccc(S(=O)(=O)N2CCOCC2)cc1	-7.9	20.6
Clc1ccccc1Cn1nnc(-c2cccs2)n1	-56.2	-8.4
CCc1nnc(NC(=O)CSc2nnc(C)n2Cc2ccccc2)s1	.	-9.9
Cc1ccc(Oc2ccc3c(c2)C(=O)N(c2cccc4cccnc24)C3=O)cc1	.	10.5
O=C(Cc1cccs1)Nc1ccc(C(=O)O)cc1	-4.0	-8.1
O=C(NC1(C(F)(F)F)NC(=O)N(C2CCCCC2)C1=O)c1cccs1 (configuration not stated)	0.8	-14.5
CCc1nc2ccccc2n1CCC(=O)O	.	-7.5
COc1ccc(N2CCCCn3c2nc2c3c(=O)[nH]c(=O)n2C)cc1	-16.1	7.8
C#CC1(O)CC(C)NCC1(C)CCC#N (configuration not stated)	6.9	-5.5
O=C(CC(Cc1ccccc1)c1ccco1)NC1CCCCC1 (configuration not stated)	.	i
COc1cc(C2C(C(C)=O)=C(O)C(=O)N2CCc2ccc(OC)c(OC)c2)ccc1O (configuration not stated)	-7.4	11.4
COc1ccc(C2/C=C\CN(S(=O)(=O)c3cccc4cccnc34)CC(=O)N2Cc2ccc(F)cc2)cc1 (configuration not stated)	.	-40.3
CCOc1ccc(NC(=O)CCS(=O)(=O)c2cccc3nsnc23)cc1	6.3	-7.6
Cc1c(N=Cc2c(O)n(C3CCCCC3)c(=O)[nH]c2=O)c(=O)n(-c2ccccc2)n1C	11.3	13.3
COC(=O)COc1cccc2c(=O)n(CC(=O)Nc3ccc4c(c3)OCCO4)ccc12	.	4.7
O=C(O)COc1ccc(Br)cc1/C=N/O	-1.3	-1.1
CCS(=O)(=O)N1CCC(C(=O)NCc2ccc(F)cc2)CC1	-15.4	5.1
CC1CCCN(C(=O)C2CCN(CCCc3ccccc3)CC2)C1 (configuration not stated)	-13.4	9.6
COc1ccc2cc3cc(C(=O)NCCN4CCN(Cc5ccccc5)CC4)oc3nc2c1	-20.2	29.2
Clc1ccc(-c2nnc3sc(-c4ccc(Br)o4)nn23)cc1	47.6	1.9
CCNc1nnc(-c2ccc(C)cc2)o1	17.7	-12.8
Cn1c(SCc2cccnc2)nc2cccnc21	-4.1	1.4
CCC(C)[C@@H](C(=O)N1CCNCC1)n1cc(CCCCN)nn1 (some centres not stated)	.	-10.0
COC(=O)C1=C(C)N(CCCC(=O)O)C(=O)NC1c1ccc(OC)cc1 (configuration not stated)	.	8.5
Cc1c(NC(=O)C2CCCN(S(=O)(=O)c3cnc[nH]3)C2)c(=O)n(-c2ccccc2)n1C (configuration not stated)	-7.2	.
CCc1cccc(CC)c1NC(=O)CSc1nnc(C(C)C)n1CC	-1.3	.
